Screening data from PubChem BioAssay.
TIM10 inh – inhibits growth of TIM10 yeast strain | actives 1.4% (n = 330,000) | inhibition, % at 10 µM | S. cerevisiae TIM10 strain growth, BacTiter-Glo luminescence, 24 h;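 active = inhibition of 40% or more at the single tested concentration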;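 note: wild-type TIM10 isogenic control strain grown at permissive 25 °C; 0% = DMSO yeast wells and 100% = minimal medium wells without yeast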
APJ agonist – agonists of human APJ apelin receptor | P35414 | CHO-K1 APJ PathHunter beta-arrestin, luminescence; 0% DMSO wells, 100% apelin | activation, % at 20 µM | actives 0.11% (n = 330,000) | AID 2520;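 active = activation more than six SD over the plate average, tested at 20 µM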;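 note: 0% = DMSO alone and 100% = apelin-13 at 10 nM; some results filed as inactive read as strong as hits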
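Test system: CHO-K1 APJ beta-arrestin complementation cell line | Compound: Single test compound dose, 20 µM final, 1% DMSO | Incubation: Compound 90 min 25 °C, reagent 1 h | Measured by: beta-gal luminescence | Read-out basis: APJ–arrestin association signal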
XBP1 UPR activ – activators of adaptive arm of unfolded protein response (XBP1) | CHO-XBP1 luciferase reporter, IRE1-XBP1 UPR activation, luminescence; percent of tunicamycin response, DMSO as zero | activation, % at 20 µM | actives 0.33% (n = 330,000) | AID 463104;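 active = versus positive control, 20 µM dose yields 30% or more activation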;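 note: 100% = tunicamycin at 10 µg/mL and 0% = DMSO only wells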
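Test system: CHO-XBP1 luciferase reporter cells | Buffer or medium: Serum-containing F12 medium, 10% FBS | Schedule: 6 h compound exposure at 37 °C, 5% CO2 | Detection: Steady-Glo luciferase glow luminescence, 10 min after reagent addition | Read-out basis: Activation, % of tunicamycin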
tim10-1 inh – growth inhibitors of tim10-1 mutant yeast; S. cerevisiae tim10-1 ts strain growth, BacTiter-Glo, 24 h; inhibition, % at 20 µM; actives 2.2% (n = 330,000);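 active = inhibition of at least 40%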;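 note: mutant grown at 25 °C; 0% = DMSO wells with yeast and 100% = wells holding no yeast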
APJ antag – APJ receptor antagonism. actives 0.32% (n = 330,000). CHO-K1 APJ beta-arrestin complementation, luminescence. P35414. AID 2521. inhibition, % at 20 µM;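 active = inhibition above about 40% at 20 µM, limit read from the data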;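 note: cells challenged with 10 nM apelin-13 agonist together with compound; plate controls were apelin-13 plus DMSO wells for no effect and DMSO wells lacking apelin-13 for full effect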
Mdm2 MdmX PPI – disrupts the human Mdm2-MdmX interaction. actives 3% (n = 330,000). O15151+Q00987. SaOS-2 split-luciferase Mdm2/MdmX complementation, luminescence. inhibition, % at 8 µM;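 active = inhibition of at least 50% at 8 µM in the primary screen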
Target sequence (O15151 whole entry, looked up): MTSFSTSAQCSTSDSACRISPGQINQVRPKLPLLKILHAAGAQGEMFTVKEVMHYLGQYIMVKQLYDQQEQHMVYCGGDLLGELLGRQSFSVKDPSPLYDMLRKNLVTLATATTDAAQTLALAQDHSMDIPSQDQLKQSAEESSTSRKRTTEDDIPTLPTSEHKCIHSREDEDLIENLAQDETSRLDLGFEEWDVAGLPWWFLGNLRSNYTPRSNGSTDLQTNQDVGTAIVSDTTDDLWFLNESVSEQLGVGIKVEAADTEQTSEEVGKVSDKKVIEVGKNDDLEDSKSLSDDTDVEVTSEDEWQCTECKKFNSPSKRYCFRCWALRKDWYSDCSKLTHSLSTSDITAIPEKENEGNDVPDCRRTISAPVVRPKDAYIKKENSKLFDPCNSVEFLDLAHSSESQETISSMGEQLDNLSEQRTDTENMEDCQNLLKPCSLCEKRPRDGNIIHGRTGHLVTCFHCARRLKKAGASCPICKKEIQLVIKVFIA
Target sequence (Q00987 whole entry, looked up): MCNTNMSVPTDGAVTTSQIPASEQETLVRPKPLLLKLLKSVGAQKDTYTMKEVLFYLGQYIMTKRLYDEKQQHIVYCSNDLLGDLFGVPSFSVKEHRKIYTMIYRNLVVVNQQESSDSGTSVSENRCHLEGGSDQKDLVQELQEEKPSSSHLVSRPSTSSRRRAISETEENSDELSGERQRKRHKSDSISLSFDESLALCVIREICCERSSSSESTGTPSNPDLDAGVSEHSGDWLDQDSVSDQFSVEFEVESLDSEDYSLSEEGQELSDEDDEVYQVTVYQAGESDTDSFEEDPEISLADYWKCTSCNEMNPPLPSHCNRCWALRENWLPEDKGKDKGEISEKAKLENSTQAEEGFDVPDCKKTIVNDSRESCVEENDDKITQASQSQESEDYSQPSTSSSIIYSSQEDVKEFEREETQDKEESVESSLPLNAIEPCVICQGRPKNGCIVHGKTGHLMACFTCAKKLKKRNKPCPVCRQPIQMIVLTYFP
tim23-1 inh – growth inhibitors of tim23-1 mutant yeast; S. cerevisiae tim23-1 growth, BacTiter-Glo luminescence, 24 h; inhibition, % at 20 µM; actives 1.3% (n = 330,000);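 active = growth inhibition of the mutant yeast at or above 50%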;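 note: temperature-sensitive mutant grown at 25 °C; plate controls were DMSO-treated mutant yeast for no effect and medium wells lacking yeast for full effect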
CXCR6 block – inhibitors of human CXCR6 receptor; CHO-K1 PathHunter CXCR6 beta-arrestin, luminescence; inhibition, % at 20 µM; actives 0.36% (n = 360,000); AID 602244; in the data active = inhibition above about 34%, passing the limit was not always enough;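 note: antagonist mode with CXCL16 agonist at 10 nM final; 0% = 10 nM CXCL16 with DMSO and 100% = unstimulated wells without agonist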
CHOP UPR activ – activators of apoptotic arm of unfolded protein response (CHOP); actives 0.34% (n = 330,000); AID 449763; activation, % at 10 µM; CHO-CHOP luciferase reporter, UPR activation, luminescence; percent of tunicamycin response over DMSO baseline;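 active = at 10 µM dose, activation of 40% or more, normalized to positive control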;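 note: 100% = tunicamycin at 10 µg/mL and 0% = DMSO alone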
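Dosing – one dose, 10 µM in 0.5% DMSO · System – CHO-CHOP cells, stable luciferase reporter of PERK-eIF2a-CHOP signalling · Input – 500 cells/well · Control set – tunicamycin 10 µg/mL final as positive, DMSO-only wells as negative · Timing – 6 h compound treatment, 37 °C · Measure – % activation vs tunicamycin · Technique – luminescence read with Steady-Glo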
Active calls of the source: *. Some of the compounds tested; the hit share may differ from the screen's.

SMILES | TIM10 inh | APJ agonist | XBP1 UPR activ | tim10-1 inh | APJ antag | Mdm2 MdmX PPI | tim23-1 inh | CXCR6 block | CHOP UPR activ
Cc1c([N+](=O)[O-])cc(C(=O)Oc2ccc(Br)cc2C(=S)N2CCCCC2)cc1[N+](=O)[O-] | 44* | 0 | -4 | 34 | -3 | 12 | 21 | 4 | 0.9
O=C(O)C1=C[C@@H](c2ccc(C(F)(F)F)cc2)C[C@@H](OCCCCO)O1 | -4 | 7 | 1 | -10 | -6 | 1 | -7 | 9 | -0.1
Cc1nn(Cc2ccc(Cl)c(Cl)c2)c(C)c1NC(=O)c1cn(-c2ccccc2)nc1-c1ccccc1 | 7 | -2 | -1 | 24 | 12 | 38 | 8 | 6 | 16
CC(=O)N1N=C(c2cccc(NS(=O)(=O)c3ccc(C)cc3)c2)CC1c1ccco1 (configuration not stated) | -1 | -3 | -4 | -1 | -19 | 5 | -1 | -2 | -0.8
CC1(c2nnc(-c3ccccc3)o2)CC(c2ccc(F)cc2)=NO1 (configuration not stated) | -38 | -1 | -2 | -23 | 6 | 0 | 0 | -1 | 1.4
Cc1ccc(C)c(NC(=S)N=Nc2c(O)n(C)c3ccc(S(=O)(=O)N4CCOCC4)cc23)c1 | 16 | 6 | -1 | 16 | -14 | 67* | -13 | 0 | 37
c1ccc(-c2noc(-c3ccc4ccccc4c3)n2)nc1 | 18 | -2 | -7 | 32 | -15 | 80* | 31 | -11 | -9.5
CCC(=O)N1c2ccccc2NC2=C(C(=O)CC(C)(C)C2)C1c1cccnc1 (configuration not stated) | 9 | -2 | -3 | 10 | -3 | 8 | 9 | 1 | -0.4
O=C(NNC(=O)c1ccccc1F)c1ccc(S(=O)(=O)N2CCCC2)cc1 | -1 | -4 | 0 | -3 | 9 | 0 | 4 | 1 | -0.9
CN(CCc1cnn(C)c1)Cc1nc(CC2CC2)no1 | 0 | -2 | -2 | 4 | -1 | 9 | -1 | 1 | -1.3
O=C(Nc1ccc(N2CCN(C(=O)c3ccccc3F)CC2)cc1)c1ncn[nH]1 | -6 | 1 | -1 | 3 | -21 | 11 | 4 | -7 | -1.6
CCOC(=O)C1CCC(CN(Cc2ccccc2)S(=O)(=O)c2ccc([N+](=O)[O-])cc2)CC1 (configuration not stated) | 19 | 5 | -5 | 13 | -27 | -2 | 15 | 5 | -0.9
CCn1c(SCC(=O)N/N=C/c2ccc(C)o2)nnc1-c1ccccc1 | 17 | -1 | 0 | 20 | -7 | -16 | 0 | 10 | -0.4
CCCN1CNC(=S)N(Cc2ccccc2)C1 | 14 | -6 | 3 | 9 | 1 | 9 | 8 | -12 | 0.1
Cc1nn(-c2ccc(F)cc2)c(Cl)c1C(=O)NCC1CCCO1 (configuration not stated) | -5 | -3 | -1 | 4 | -8 | 8 | -1 | 2 | 1.2
NNC(=O)C(=O)NCCCN1CCOCC1 | -8 | -2 | 3 | -5 | 4 | -11 | 12 | 3 | -2.0
Cc1c(C(=O)Nc2c(C)n(C)n(-c3ccccc3)c2=O)oc2c(Cl)cccc12 | 10 | 0 | -3 | 5 | 5 | 21 | 7 | 6 | -0.1
CC(=O)c1ccc(NC2=C(N3CCOCC3)C(=O)c3ccccc3C2=O)cc1 | 2 | 3 | -1 | -5 | -12 | -13 | 11 | -13 | -1.0
S=c1[nH]nc(C2CCCCC2)o1 | -10 | -5 | 0 | 16 | -7 | 7 | 11 | 3 | 1.8
COc1ccccc1N1CCN(C(=O)c2cc(=O)c3cc(C)cc(C)c3o2)CC1 | 19 | -5 | 15 | 45* | 4 | 63* | 42 | -5 | -0.1
COc1ccc(-n2ccc(=O)c3c2CCCC3=O)cc1 | 13 | -1 | 2 | 2 | 5 | 1 | 11 | 2 | -2.1
C/C=C\C=C\C(=O)N1CC2(CC(c3cccc(NC(=O)CC)c3)=NO2)C[C@H]1C(N)=O (some centres not stated) | 8 | 8 | -1 | 1 | 6 | -23 | 24 | -1 | 0.1
CC(=O)Nc1cccc(OCC(=O)/C=C2\N(C)c3ccccc3C2(C)C)c1 | 15 | 0 | 6 | 17 | -5 | 35 | 34 | -8 | 0.6
O=C(Nc1cccc([N+](=O)[O-])c1)C1CC(=O)N(Cc2ccccc2)C1 (configuration not stated) | -10 | -1 | -4 | 9 | 13 | -11 | 11 | 0 | -1.0

Entries listed above shown as hits in Mdm2 MdmX PPI:
Molecule,TIM10 inh,APJ agonist,XBP1 UPR activ,APJ antag,Mdm2 MdmX PPI,CXCR6 block
Cc1ccc(C)c(NC(=S)N=Nc2c(O)n(C)c3ccc(S(=O)(=O)N4CCOCC4)cc23)c1,16,6,-1,-14,67*,0
c1ccc(-c2noc(-c3ccc4ccccc4c3)n2)nc1,18,-2,-7,-15,80*,-11
COc1ccccc1N1CCN(C(=O)c2cc(=O)c3cc(C)cc(C)c3o2)CC1,19,-5,15,4,63*,-5

Further results follow.
SMILES | TIM10 inh | APJ agonist | XBP1 UPR activ | tim10-1 inh | APJ antag | Mdm2 MdmX PPI | tim23-1 inh | CXCR6 block | CHOP UPR activ
CCC(=O)c1ccc(N2CCN(C(=O)c3cccc(F)c3)CC2)c(F)c1 | 2 | 4 | -5 | 17 | -29 | -28 | 17 | 3 | -1.4
O=C(Cn1cc(F)c(=O)[nH]c1=O)NCCO | -5 | -4 | -2 | 10 | 4 | -8 | 5 | -3 | -0.2
CCOc1cccc(NC(=O)C2CC(=O)N(c3ccc(F)cc3)C2)c1 (configuration not stated) | 11 | -3 | 2 | 10 | 5 | 10 | 8 | 5 | -0.7
Cc1ccsc1CNC(=O)c1c(-c2ccccc2)noc1C | -11 | -4 | 1 | 11 | 0 | 2 | 14 | 2 | -1.6
Cc1cc[n+](CC(=O)Nc2cc(C(F)(F)F)ccc2Cl)cc1 | -8 | 0 | -2 | -2 | 8 | 11 | 4 | -4 | -0.9
CCCC1(c2ccccc2)NC(=O)N(CC(=O)NCc2ccc(C)cc2)C1=O (configuration not stated) | 16 | -2 | -2 | 5 | 12 | -8 | 25 | -7 | -1.2
Cc1cc(Cl)ccc1OC(C)C(=O)NC(C)C1CCCO1 (configuration not stated) | 6 | -6 | -3 | 20 | 11 | 17 | 15 | 6 | -0.4
CC(=O)c1cccc(OC(=O)C2=CC=CN3CCS(=O)(=O)N=C23)c1 | 10 | -1 | 0 | 15 | -36 | -24 | 9 | 2 | -1.1
COc1ccc(CN2CCc3ccc(NC(=O)c4ccncc4)cc3C2)c(F)c1 | 5 | -4 | -3 | 14 | -19 | 33 | 22 | -13 | 2.5
O=C(O)C(Cc1c[nH]c2ccccc12)NS(=O)(=O)c1ccccc1 (configuration not stated) | 6 | -3 | -1 | 1 | 15 | -19 | 4 | -6 | 0.2
O=S1(=O)CCO[C@H]2Cc3ccccc3[C@H]2N1Cc1ccccc1Br | -5 | 1 | -1 | 4 | 14 | 7 | 32 | 1 | -0.5
CC(/C=N/N1C(=O)CSC1=S)=C\c1ccccc1 | 22 | 0 | 4 | 15 | -6 | 17 | 26 | -17 | -0.2

Entries of single compounds from above.
`CN(CCc1cnn(C)c1)Cc1nc(CC2CC2)no1` is listed as TIM10 inh: 0; APJ agonist: -2; XBP1 UPR activ: -2; tim10-1 inh: 4; APJ antag: -1; Mdm2 MdmX PPI: 9; tim23-1 inh: -1; CXCR6 block: 1; CHOP UPR activ: -1.3
`CC1(c2nnc(-c3ccccc3)o2)CC(c2ccc(F)cc2)=NO1` (configuration not stated) is listed as TIM10 inh: -38; APJ agonist: -1; XBP1 UPR activ: -2; tim10-1 inh: -23; APJ antag: 6; Mdm2 MdmX PPI: 0; tim23-1 inh: 0; CXCR6 block: -1; CHOP UPR activ: 1.4

New compounds follow
SMILES | TIM10 inh | APJ agonist | XBP1 UPR activ | tim10-1 inh | APJ antag | Mdm2 MdmX PPI | tim23-1 inh | CXCR6 block | CHOP UPR activ
CNC(=O)Nc1ccc2snnc2c1 | 1 | -3 | 0 | 0 | 1 | 3 | -8 | 4 | -0.3
COc1ccccc1C(CNC(=O)c1ccc(NS(=O)(=O)c2ccc3c(c2)OCCO3)cc1)N(C)C (configuration not stated) | -2 | -4 | -1 | 16 | 2 | 14 | 10 | -2 | -0.8
N#Cc1cc2cc3ccccc3nc2n2c(=O)c3ccccc3nc12 | 3 | 15* | 5 | -3 | -31 | 25 | -12 | -18 | 0.1
O=C(CCCN1C(=O)c2ccccc2C1=O)NC1CCCCCC1 | 1 | -2 | -2 | 4 | 17 | 28 | -3 | -14 | -2.4
COc1cccc(CNCc2ccco2)c1O | -6 | 0 | -4 | -9 | 3 | 1 | -4 | -10 | 0.5
Cc1ccc2nc(NCc3ccccc3)c(C=NCc3cccnc3)c(=O)n2c1 | -11 | 4 | 2 | 8 | 19 | -21 | 18 | 14 | 1.9
Nc1c(Cl)ncnc1N/N=C/c1ccnc2ccccc12 | -20 | -1 | 4 | -3 | -1 | 17 | -11 | -1 | 1.6
CCOC(=O)c1ccc(COC(=O)c2ccc(-c3nnc(-c4ccccc4)o3)cc2)o1 | -31 | -7 | -5 | 5 | -11 | -22 | -12 | 0 | 1.3
CCC(C)(C)NC(=O)C(Sc1ccccc1)c1ccccc1 (configuration not stated) | 39 | -3 | -2 | 34 | 13 | -3 | 23 | 6 | 0.9
Cc1ccc(S(=O)(=O)NCCCNc2ccc([N+](=O)[O-])cc2)cc1 | 9 | -3 | -4 | 27 | 23 | 5 | 9 | -18 | -2.2
CCC(C)NC(=S)Nc1ccccc1OC (configuration not stated) | 7 | -1 | 0 | 8 | 4 | -2 | 3 | -6 | -0.1
Cc1ccc(C(=O)c2c3ccc([N+](=O)[O-])cc3[n+]([O-])n2CCCC(N)=O)cc1 | 13 | 17 | 2 | 12 | -76 | -20 | 15 | -26 | 0.8
COC(=O)c1ccc(OCc2nn[nH]n2)cc1 | 3 | -1 | -4 | -8 | -2 | 23 | -3 | -1 | -0.3
Cc1c([N+](=O)[O-])c(C(=O)Sc2ccc(Br)cc2)nn1C | 16 | 0 | 27 | 47* | -8 | -2 | 24 | -1 | 24
CCc1ccccc1NC1=NCC(=O)N1Cc1ccc(OC)cc1 | 8 | -3 | 2 | 34 | -1 | 1 | 14 | 5 | -0.3
CCc1nc(OCc2ccco2)c2sc3nc4c(cc3c2n1)COC(C)(C)C4 | 14 | -2 | 0 | 31 | 3 | 19 | 39 | 1 | 0.5
N=c1c(C(=O)NC2CCCCC2)cc2c(=O)n3ccccc3nc2n1CC1CCCO1 (configuration not stated) | 20 | -2 | -2 | 1 | 17 | 18 | 13 | -1 | 1.3
CCOc1ccc(NC(=O)[C@@H](NC(=O)c2ccccc2)[C@@H](C)CC)cc1 | -17 | 1 | 3 | 0 | 14 | -5 | 1 | 7 | -1.9
Cc1ccccc1/C=N/NC(=O)c1cccnc1 | -7 | -4 | 0 | 1 | 9 | 16 | 3 | -7 | 3.4
Cc1ccc(C)c(NC(=O)c2cnn3ccccc23)c1 | 5 | -3 | -2 | 10 | 1 | 41 | 19 | 3 | 1.6
CCOc1cc(/C=C2/NC(=O)NC2=O)cc(Br)c1OCc1ccc(C(=O)O)cc1 | -12 | -3 | -4 | -19 | 3 | 14 | -13 | 10 | -1.1
